KOR beta-arrestin-1: KOR agonists, beta-arrestin recruitment, primary screen, cell-based, luminescence, uHTS (AID 1777); KOR beta-arrestin recruitment, luminescence; higher % means a stronger effect; activation, % at 10 µM, or EC50 in µM where a hit was titrated; hit rate 0.02% among 280,000; in the data active = activation above about 50%, passing the limit was not always enough; note: a part of the inactive calls stands beside numbers as strong as those of hits
NOD2 inhibition: NOD2 signaling inhibitors, cell-based, luminescence, uHTS, HEK293 (AID 1566); HEK293 NOD2/NF-kB luciferase reporter, luminescence; higher % means a stronger effect; inhibition, % at 4 µM; hits with a dose series show EC50 in µM; hit rate 0.63% among 290,000; note: many of its hits are not listed in these tables
NOD1 inhibition: inhibition of NOD1-driven NF-kB reporter – cell-based, luminescence, uHTS, primary screen (AID 1578); one-dose inhibition, % at 4 µM; EC50 in µM for titrated hits; NOD1-driven NF-kB luciferase reporter cells, luminescence; higher % means a stronger effect; hit rate 1% among 290,000; in the data active = inhibition mostly above about 36%, no sharp cut-off; inactive = mostly below about 34%;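 note: HEK-293T reporter cells stimulated with the NOD1 agonist gamma-tri-DAP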
SIAH1 antagonists: blockers of Siah-1 interaction with plectin peptide – biochemical, fluorescence polarization, rhodamine-plectin, uHTS, primary screen (AID 1817); displacement, % at 20 µM, or IC50 in µM where a hit was titrated; hit rate 0.02% among 290,000; Siah-1 / rhodamine-plectin peptide fluorescence polarization; higher % means a stronger effect;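 active = displacement of at least 50% at 20 µM, with a fluorescence ratio check between 0.3 and a set limit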;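 note: plate controls were Siah plus tracer with DMSO for no effect and tracer alone without Siah for full effect; strong numbers were not always called active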
LYP phosphatase: PTPN22 lymphoid phosphatase activity blockers – biochemical, fluorescence intensity, uHTS (AID 1779); hit rate 0.054% among 290,000; one-dose inhibition, % at 11.5 µM; IC50 in µM for titrated hits; recombinant LYP phosphatase, fluorescence intensity; higher % means a stronger effect;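 note: plate controls were vehicle with enzyme for no effect and no enzyme for full effect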
PhoP inhibition: PhoP-dependent GFP reporter repression – Salmonella Typhimurium, primary screen (AID 1863); S. Typhimurium PhoP-regulated promoter GFP reporter, 4 h; higher % means a stronger effect; one-dose inhibition, % at 50 µM; IC50 in µM for titrated hits; hit rate 0.16% among 300,000;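 active = inhibition over 29.93%, a cutoff 3 SD above the screen mean, later confirmed by dose response; inconclusive = inhibition over 29.93% but no dose response follow-up; inactive = inhibition at most 29.93% or unconfirmed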;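 note: 0% = low Mg2+ inducing control and 100% = high Mg2+ repressing control; strong numbers were not always called active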
KOR beta-arrestin-2: KOR antagonists, beta-arrestin recruitment, cell-based, luminescence, uHTS (AID 1778); hit rate 0.091% among 290,000; KOR beta-arrestin recruitment, luminescence, antagonist mode; higher % means a stronger effect; one-dose inhibition, % at 10 µM; IC50 in µM for titrated hits; note: strong numbers were not always called active
Myeloid diff MLP: promotes myeloid progenitor differentiation. ER-HoxA9 myeloid progenitors, lysozyme-GFP differentiation, flow cytometry. calls only at 10 µM. hit rate 1% among 360,000;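 active = normalized GFP-positive differentiation at or above the plate's own cutoff, the solvent-only control mean plus 3 SD; inconclusive = no clear call, values can overlap the other calls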;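 note: cells exposed to compound for four days before flow analysis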
HIV peptide binding: cell-free HIV fusion peptide-binding blockers – biochemical, uHTS, fluorescence dequenching, primary screen (AID 1986); inhibition, % at 20 µM; hits with a dose series show IC50 in µM; cell-free peptide binding, fluorescence dequenching, 30 min; higher % means a stronger effect; hit rate 0.3% among 290,000; in the data active = inhibition mostly above about 52%, no sharp cut-off; inactive = mostly below about 76%; note: some results filed as inactive read as strong as hits
Myeloid diff MLP GFP+ MAC1+ %: second read-out of Myeloid diff MLP, no call of its own (marks repeat the call); GFP+ MAC1+ double positive, %; measured here: differentiation confirmed by MAC1 staining
Starred values were filed as active, the others as inactive; i = inactive; ? = inconclusive; · = not tested or not shown; + = active, no number; [ ] = another dose, or the depositor's remark. Cut-off read from the data, not from the text of the source, unless noted: active = inhibition above about 50%; inactive = the rest. Only part of the results is shown; the hit share may differ from the screen's.

Start of the data: the first 4 records (preview)
Order of results: KOR beta-arrestin-1 | NOD2 inhibition | NOD1 inhibition | SIAH1 antagonists | LYP phosphatase | PhoP inhibition | KOR beta-arrestin-2 | Myeloid diff MLP | Myeloid diff MLP GFP+ MAC1+ % | HIV peptide binding
> Cc1ccc(-c2c(C)n([O-])c3c([n+]2=O)CCC3)o1
    -4.3% | 14% | 4% | 0% | -2% | -3% | 3% | i | 0.9 | 2.4%
> O=C(c1ccc(Cl)cc1)c1ccc(Oc2cc(NN3CCCCC3)c([N+](=O)[O-])cc2[N+](=O)[O-])cc1
    -0.9% | 6% | -7% | -2% | -3% | 6% | -15%[20 µM] | i | 0.1 | -2.0%
> COc1ccc(-c2nnc(COc3ccc4ccccc4c3)o2)cc1OC
    4.7% | -10% | -45% | 4% | -3% | -2% | -23% | i | 1.1 | -2.8%
> CN(c1ccccc1)S(=O)(=O)c1ccc(NC(=O)COc2ccccc2)cc1
    1.3% | 7% | -22% | 3% | -1% | 8% | 1% | i | 0.4 | 1.4%

Results, from the start:
Order of results: KOR beta-arrestin-1 | NOD2 inhibition | NOD1 inhibition | SIAH1 antagonists | LYP phosphatase | PhoP inhibition | KOR beta-arrestin-2 | Myeloid diff MLP | Myeloid diff MLP GFP+ MAC1+ % | HIV peptide binding
> Cc1ccc(-c2c(C)n([O-])c3c([n+]2=O)CCC3)o1
    -4.3% | 14% | 4% | 0% | -2% | -3% | 3% | i | 0.9 | 2.4%
> O=C(c1ccc(Cl)cc1)c1ccc(Oc2cc(NN3CCCCC3)c([N+](=O)[O-])cc2[N+](=O)[O-])cc1
    -0.9% | 6% | -7% | -2% | -3% | 6% | -15%[20 µM] | i | 0.1 | -2.0%
> COc1ccc(-c2nnc(COc3ccc4ccccc4c3)o2)cc1OC
    4.7% | -10% | -45% | 4% | -3% | -2% | -23% | i | 1.1 | -2.8%
> CN(c1ccccc1)S(=O)(=O)c1ccc(NC(=O)COc2ccccc2)cc1
    1.3% | 7% | -22% | 3% | -1% | 8% | 1% | i | 0.4 | 1.4%
> Cc1ccc(-c2cnc(NC(=O)CCC(=O)N3CCCCC3)n2C)cc1
    7.1% | 7% | 7% | 1% | -7% | -6% | -24% | i | 0.6 | -3.5%
> Cc1cc(C(=O)N/N=C/c2ccco2)n[nH]1
    7.3% | -25% | -31% | -5% | 4% | 9% | -5% | i | 0.5 | 0.3%
> CCc1ccc(NC(=O)NCc2ccc3c(c2)OCO3)cc1
    2.3% | -15% | -47% | -3% | -7% | 2% | -4% | i | 2.5 | -0.4%
> CC(C)N(C(=O)COC(=O)CNC(=O)c1ccc(Br)cc1)c1ccccc1
    10% | 7% | -11% | -3% | 1% | -11% | 24% | i | 0.3 | 0.0%
> CC(C)n1cnc2c(Nc3ccc(F)c(Cl)c3)nc(NCCO)nc21
    0.3% | -11% | -14% | -5% | -9% | -9% | -73%[20 µM] | i | 1.3 | 1.2%
> Cn1nnnc1SCCNS(=O)(=O)c1ccccc1
    -6.9% | 8% | -18% | -4% | -9% | 4% | -19% | i | 1.8 | -0.6%
> O=C(Nc1cccc(C(F)(F)F)c1)c1n[nH]c(Cn2cncn2)n1
    0.0% | 26% | 7% | 5% | 1% | 3% | -4% | i | 1.3 | -1.7%
> O=C1C(=O)N(CCN2CCOCC2)C(c2ccc(F)cc2)/C1=C(/O)c1ccc(S(=O)(=O)N2CCOCC2)cc1 (stereo not given)
    -1.7% | -18% | -21% | -4% | -10% | 3% | 8% | i | 0.5 | -1.7%
> CN(CC(=O)Nc1ccc(S(=O)(=O)N2CCCC2)cc1)Cc1c(F)cccc1Cl
    -3.6% | 11% | -10% | 6% | 2% | 4% | 16% | i | 0.8 | 0.6%
> CCN1CCN(c2ccc(NC(=O)c3ccc(F)cc3)cc2Cl)CC1
    -3.7% | -2% | -44% | 5% | -4% | 4% | -4% | i | 0.2 | -1.5%
> Cc1ccc(-n2c(SCC(=O)N3CCOCC3)nnc2-c2ccncc2)cc1
    -1.9% | 0% | -21% | 0% | -2% | -10% | 34% | i | 11 | 2.2%
> COc1cc(/C=C(\C#N)c2nn(CCO)c(N)c2C#N)cc(OC)c1OC
    -7.1% | -28% | -37% | 10% | -2% | -10% | 4% | i | 0.1 | 0.8%
> Cc1ccc(-c2ccc(CCC(=O)O)n2NC(=O)c2ccco2)cc1
    -1.8% | -29% | -19% | -1% | 2% | 2% | 12% | i | 1.3 | 3.7%
> COCCn1c(SCC(=O)N2CCCCC2)nc2cccnc21
    -9.7% | 7% | -4% | 1% | -8% | -4% | 7% | i | 1.1 | -1.7%
> CCC1(C)Cc2c(sc3nn[nH]c(=O)c23)CO1 (stereo not given)
    -4.7% | 12% | 8% | 0% | -5% | -2% | 37% | i | 0.6 | -1.4%
> Cc1cccc(NS(=O)(=O)c2cc(C(=O)OC(C)C(=O)NCc3ccc4c(c3)OCO4)ccc2C)c1 (stereo not given)
    9.7% | -83% | -25% | -4% | 12% | 12% | -19% | i | 1.2 | 8.2%
> CCN(CC)S(=O)(=O)c1cc(C(=O)c2nccn2C)ccc1Cl
    2.5% | 6% | -33% | 12% | -1% | 6% | -22% | + | 2.7* | -0.7%
> Cc1sc2ncnc(SCC(=O)NC3CCCC3)c2c1C
    -5.7% | 3% | -34% | 5% | -2% | -1% | 25% | i | 1.3 | -0.4%
> CCCCN(C)C(=O)c1cn(CC)c2ccc(S(=O)(=O)N(C)C)cc2c1=O
    -3.3% | 4% | 0% | 1% | -4% | 1% | 7% | i | 1.3 | 0.0%
> CCn1c(Cc2ccc(OC)cc2)nnc1SCC(=O)Nc1nc2ccccc2s1
    10% | 10% | -30% | -6% | -8% | -6% | 19% | i | 0.7 | 0.3%
> Cc1cc(C)c(C(=O)C(C)OC(=O)Cc2n[nH]c(=O)c3ccccc23)cc1C (stereo not given)
    -3.3% | 6% | 24% | -1% | -5% | 0% | 16% | i | 0.7 | -2.3%
> c1ccc(OCCSc2nnnn2-c2ccccc2)cc1
    0.9% | -192% | -110% | 2% | 1% | -2% | 8% | i | 1.9 | 1.4%
> Cc1ccc(NCC(=O)N/N=C/c2ccc(C(=O)O)cc2)cc1
    -0.6% | -37% | -2% | -5% | -2% | 7% | 46% | i | 0.4 | -0.5%
> CCn1nnnc1-c1ccc(OC)c(S(=O)(=O)Nc2ccc(C(=O)OC)cc2)c1
    0.1% | 5% | -16% | -2% | -5% | 10% | -23% | i | 0.6 | 1.7%
> Cc1ccc(CNc2ccc3nnc(-c4ccccc4)n3n2)cc1
    0.6% | 4% | -10% | 14% | 0% | -4% | -13% | ? | · | -0.9%
> COc1ccccc1N(C)S(=O)(=O)c1ccc(C(=O)N2CCCc3ccccc32)cc1
    3.6% | 30% | 5% | 6% | 4% | 7% | 30% | i | 0.3 | -1.8%

(further entries)
structure	KOR beta-arrestin-1	NOD2 inhibition	NOD1 inhibition	SIAH1 antagonists	LYP phosphatase	PhoP inhibition	KOR beta-arrestin-2	Myeloid diff MLP	Myeloid diff MLP GFP+ MAC1+ %	HIV peptide binding
O=C1CSC(c2cccnc2)N1c1cccc(Cl)c1 (stereo not given)	1.8%	-6%	-30%	2%	-4%	-8%	-39%	i	0.1	0.7%
C=CCNC(=O)CSc1ncc2c(n1)-c1c(csc1SC)CC2	·	0%	-11%	2%	-14%	-9%	10%	i	0.7	-1.3%
Cc1ccnc(SC2CC(=O)N(c3ccc(F)cc3)C2=O)n1 (stereo not given)	-7.9%	-7%	-23%	9%	-7%	-5%	13%	i	0.4	-1.0%
CCOC(=O)c1ccc(S(=O)(=O)NNS(=O)(=O)c2ccc(C)cc2)cc1	-3.9%	-16%	-5%	0%	-8%	6%	6%	i	0.3	-0.6%
O=C(Nc1nnc(COc2ccc(Cl)cc2)s1)c1cccs1	0.4%	14%	-18%	3%	-3%	-2%	-13%	i	2.4	-1.3%
CCc1nnc(NC(=O)c2cc(-c3ccncc3)nc3ccccc23)s1	4.3%	28%	1%	-1%	-4%	-3%	4%	i	0.7	0.2%
CCCCNC(=O)CCCCCn1c(=O)[nH]c2cc(OC)c(OC)cc2c1=O	-2.7%	11%	-4%	-4%	0%	2%	3%	i	1.1	3.5%
CCOC(=O)Cc1[nH]nc2c1C(c1ccsc1)C(C#N)=C(N)O2 (stereo not given)	·	16%	-16%	3%	-8%	7%	-12%[20 µM]	i	0.6	-2.1%
CN(C)Cc1nc2c([nH]1)c(=O)n(C)c(=O)n2C	-3.2%	5%	2%	4%	0%	12%	-15%	i	1.2	-1.2%
O=C(C(=O)N1CCCCC1)c1cn(CC(=O)N2CCCCCC2)c2ccccc12	-0.8%	6%	-21%	2%	-3%	-3%	36%	i	2.9	-3.3%
CCC(=O)Nc1nc(C)cc(SCC(=O)OC)n1	-2.2%	11%	-1%	2%	-2%	4%	-13%	i	0.6	0.8%
N#CC1=C(N)N2C(=C(C#N)C1c1ccccc1)Sc1ccccc12 (stereo not given)	-2.7%	8%	-17%	2%	-3%	-17%	-8%	·	·	9.4%
Cc1ccc(NC(=O)CN2CCCC2)cc1	2.8%	1%	-11%	1%	-12%	-3%	4%[20 µM]	i	0.3	0.6%
CC1CCN(C(=O)CSc2nc3[nH]ncc3c(=O)[nH]2)CC1	1.3%	1%	-40%	-7%	-3%	1%	7%	i	1.1	0.7%
C[C@H](NC(=O)COc1ccc(Cl)cc1)C(=O)N1CCC2(CC1)NCCc1[nH]cnc12	-0.3%	4%	-8%	3%	-9%	-8%	-13%	i	5.7	1.4%
COc1ccc(-c2noc(C3CCCN(C(=O)c4ccccc4)C3)n2)cc1 (stereo not given)	5.1%	21%	-9%	-1%	-7%	-7%	3%	i	0.3	-0.1%
CC(=O)c1ccc(OCC(=O)Nc2ccccc2N2CCCC2)cc1	5.3%	14%	-19%	-1%	-7%	13%	2%	·	·	-1.4%
O=c1[nH]cc(C(F)(F)F)cc1NS(=O)(=O)c1ccccc1[N+](=O)[O-]	-1.5%	13%	-25%	10%	4%	2%	15%	i	0.5	1.3%
O=C(CCCN1C(=O)/C(=C/c2cccs2)SC1=S)Nc1ccccc1O	-4.1%	-3%	-2%	-2%	-3%	-1%	1%	i	0.3	-1.5%

Source: PubChem
